IDE exosite inh: exo-site inhibitors of human insulin-degrading enzyme | P14735 | z-score at 20 µM | hit rate 6.3% among 17,000 | purified IDE, FL-6b probe fluorescence polarization; stronger effect = lower value | AID 1259349;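 active = z-score of -3 or lower, meaning strong loss of probe binding signal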;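 note: His-tagged human IDE residues 42-1019 made in E. coli with 30 nM FL-6b probe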
Target sequence (P14735 42-1019 limits assumed): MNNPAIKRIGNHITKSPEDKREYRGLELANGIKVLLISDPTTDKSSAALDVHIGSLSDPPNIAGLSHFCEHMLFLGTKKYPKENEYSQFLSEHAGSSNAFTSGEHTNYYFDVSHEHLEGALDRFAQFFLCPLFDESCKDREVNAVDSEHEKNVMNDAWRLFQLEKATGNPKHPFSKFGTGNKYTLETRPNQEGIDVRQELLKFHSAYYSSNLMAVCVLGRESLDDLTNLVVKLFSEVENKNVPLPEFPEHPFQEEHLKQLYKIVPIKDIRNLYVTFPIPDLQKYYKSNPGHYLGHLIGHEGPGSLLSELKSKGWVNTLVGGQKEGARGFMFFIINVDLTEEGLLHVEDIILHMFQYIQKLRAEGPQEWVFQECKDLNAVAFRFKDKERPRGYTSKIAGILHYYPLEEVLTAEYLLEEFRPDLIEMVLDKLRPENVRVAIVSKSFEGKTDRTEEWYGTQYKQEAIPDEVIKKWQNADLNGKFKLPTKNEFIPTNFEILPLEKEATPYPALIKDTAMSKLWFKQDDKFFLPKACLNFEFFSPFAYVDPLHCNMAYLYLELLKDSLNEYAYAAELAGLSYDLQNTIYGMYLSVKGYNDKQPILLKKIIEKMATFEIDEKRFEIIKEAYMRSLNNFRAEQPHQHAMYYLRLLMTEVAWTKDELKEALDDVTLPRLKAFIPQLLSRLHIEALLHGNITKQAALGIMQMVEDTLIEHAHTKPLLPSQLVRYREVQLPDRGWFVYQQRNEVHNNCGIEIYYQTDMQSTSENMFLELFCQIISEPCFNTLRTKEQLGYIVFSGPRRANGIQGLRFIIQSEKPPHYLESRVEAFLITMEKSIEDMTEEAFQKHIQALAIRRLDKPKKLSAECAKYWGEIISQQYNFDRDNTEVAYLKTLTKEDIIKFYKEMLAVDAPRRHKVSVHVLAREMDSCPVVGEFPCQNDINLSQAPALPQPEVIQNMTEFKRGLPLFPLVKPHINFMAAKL
Active calls of the source: *; & = joins results of further samples. These rows are one share of the data, so the mix of outcomes need not match the whole.

IDE exosite inh	mol
-0.35	CCNC(=O)C[C@H]1CC[C@H]2[C@@H](COC[C@H](O)CN2C(=O)C2CCCC2)O1
0.98&0.6	Cc1cccc(-c2ccc(C3[C@H]4CNC[C@@H]3N4CC3CCOCC3)cc2)c1 (stereo not given in full)
1.9	Cc1ccc(-c2ccc([C@H]3[C@H](CO)N4C(=O)CN(S(=O)(=O)c5cccc(F)c5)C[C@@H]34)cc2)cc1
3.5	N#C[C@H]1N[C@H](CO)[C@H]1c1ccc(C#Cc2cccnc2)cc1
-0.44	O=C(C[C@@H]1C=C[C@H](NC(=O)Nc2ccc3c(c2)OCO3)[C@@H](CO)O1)NCCCN1CCOCC1
1.7	N#C[C@@H]1N[C@@H](CO)[C@@H]1c1ccc(C2=CCCC2)cc1
0.73	Cc1ccc(OC(=O)N(C)C[C@H]2OCc3ccccc3-c3ccccc3C(=O)N([C@@H](C)CO)C[C@H]2C)cc1
1.1	Cc1cccc(-c2ccc([C@H]3[C@H](CO)N4CCCCN(S(=O)(=O)c5cccc(C)c5)C[C@@H]34)cc2)c1
-0.74	CCS(=O)(=O)Nc1ccc2c(c1)C(=O)N(C)[C@H]1CC[C@H](CC(=O)NCc3ccccc3F)O[C@H]1CO2
2.4	O=C1[C@H](Cc2ccc(C(F)(F)F)cc2)CCn2nncc2COC[C@H]2CCCCN12
0.051	CCCNC(=O)N1C[C@H](C)[C@H](OC)CN(C)C(=O)c2ccc(NC(=O)CC)cc2OC[C@@H]1C
-1.1	CCS(=O)(=O)N1CCC2(CC1)CN(S(=O)(=O)c1ccc(C)cc1)[C@H](CO)c1[nH]c3cc(OC)ccc3c12
4.4	O=C1CN(S(=O)(=O)Cc2ccccc2)C[C@@H]2[C@H](c3ccc(C#Cc4cccc(F)c4)cc3)[C@@H](CO)N12
2.9	NCC[C@H]1CC[C@@H](NC(=O)Cc2ccncc2)[C@@H](CO)O1
0.15	O=C1CCCn2cc(nn2)COC[C@H](c2ccccc2)N1
0.6	O=C(C[C@H]1CC[C@H]2[C@@H](COC[C@H](O)CN2C(=O)Cc2ccccc2)O1)NC1Cc2ccccc2C1
0.17	CC(C)C[C@@H]1COCc2cn(nn2)CCCC(=O)N1
1.1	O=C1CNC[C@H]2[C@H](c3ccc(C4=CCCCC4)cc3)[C@H](CO)N12
1.5	Cc1ccc(CN2CC(=O)N3[C@H](CO)[C@H](c4ccc(Br)cc4)[C@@H]3C2)cc1
-0.023	Cc1noc(C)c1S(=O)(=O)Nc1ccc2c(c1)C(=O)N([C@@H](C)CO)C[C@@H](C)[C@@H](CN(C)C(=O)Nc1cccc3ccccc13)OCCCC[C@H](C)O2
3.2	O=C(c1cnccn1)N1CC(=O)N2[C@H](CO)[C@@H](c3ccc(C#CCC4CCCC4)cc3)[C@H]2C1
-14*	COc1ccccc1-c1ccc([C@H]2[C@H](C#N)N(C(=O)CN(C)C)[C@H]2CO)cc1
-6.3*	O=C(NC1CCCCC1)N1CC(=O)N2[C@H](C1)[C@H](c1ccc(-c3cccc(F)c3)cc1)[C@@H]2CO
0.55	O=C(C[C@@H]1C=C[C@H](NS(=O)(=O)c2ccccc2)[C@H](CO)O1)NCCN1CCCCC1
4	CC(=O)N1CC(=O)N2[C@H](CO)[C@@H](c3ccc(-c4ccncc4)cc3)[C@H]2C1
-0.32	COCCN(C[C@@H]1N[C@@H](CO)[C@@H]1c1ccc(-c2cccc(F)c2)cc1)C(C)=O
-0.83	C/C=C/c1cnc2c(c1)C(=O)N([C@H](C)CO)C[C@@H](C)[C@@H](CN(C)CC1CCOCC1)O2
2.7	Cc1cccc(S(=O)(=O)N2CC[C@H]3[C@H](CO)Nc4ccc(-c5ccccc5F)cc4[C@H]32)c1
1.9	COCC(=O)N1[C@H](C#N)[C@@H](c2ccccc2-c2ccccc2)[C@H]1CO
-0.11	C[C@H]1CN([C@@H](C)CO)C(=O)CCCn2cc(nn2)CO[C@@H]1CN(C)C(=O)Nc1ccc2c(c1)OCO2
2.7	CCC(=O)N1[C@@H](CO)[C@H](c2ccccc2)[C@@H]1CN(C(C)C)S(C)(=O)=O
4	Cc1ccccc1-c1ccccc1[C@@H]1[C@@H](C#N)N(C(=O)c2cccc(F)c2)[C@H]1CO
1.8	COc1cccc(NC(=O)N[C@H]2CC[C@H](CC(=O)N3CCN(C)CC3)O[C@@H]2CO)c1
0.52	C[C@H]1CN([C@@H](C)CO)C(=O)CCCn2nncc2CO[C@@H]1CN(C)C(=O)c1ccc(N2CCN(C)CC2)cc1
3	CCC(=O)NC[C@H]1N[C@H](CO)[C@@H]1c1ccc(-c2cccc(C#N)c2)cc1
1.4	Cc1noc(C)c1NC(=O)Nc1ccc2c(c1)C(=O)N([C@H](C)CO)C[C@@H](C)[C@H](CN(C)S(=O)(=O)c1cccs1)OCCCC[C@H](C)O2
-8.3*	Cc1ccccc1-c1ccc([C@H]2[C@@H](CO)N3C(=O)CN(C(=O)c4ccccc4)C[C@@H]23)cc1
1.6	O=C(N[C@@H]1CC[C@@H](CCn2cc(-c3ccccc3F)nn2)O[C@H]1CO)c1ccc2c(c1)OCO2
2.9	O=C(Nc1cccc(F)c1)N1CC(=O)N2[C@H](CO)[C@H](c3ccc(C#CCC4CCCC4)cc3)[C@@H]2C1
0.25	COc1ccc2c3c(n(C)c2c1)[C@@H](CO)N(Cc1ccc(F)cc1)CC31CCN(C)CC1
-0.05	CCS(=O)(=O)N1[C@H](CO)[C@@H](c2ccccc2C2=CCCCC2)[C@@H]1C#N
-0.62	CCNC(=O)C[C@H]1CC[C@H]2[C@@H](COC[C@@H](O)CN2C(=O)c2ccccn2)O1
-1.8	O=C(c1ccccn1)N1CC(=O)N2[C@H](CO)[C@H](c3ccc(C#CCc4ccccc4)cc3)[C@@H]2C1
1.6	COc1cccc(S(=O)(=O)N2CCCCN3[C@H](CO)[C@@H](c4ccc(C#CC(C)C)cc4)[C@@H]3C2)c1
2	O=S(=O)(c1ccccc1F)N1CCCCN2[C@@H](CO)[C@@H](c3ccc(-c4ccncc4)cc3)[C@@H]2C1
4.2	O=C(C[C@H]1C=C[C@H](NC(=O)C2CCOCC2)[C@H](CO)O1)NCCc1cscn1
0.15	O=C(CC1CC1)N1CC(=O)N2[C@H](C1)[C@@H](c1ccc(C#Cc3ccc(F)cc3)cc1)[C@@H]2CO
4.8	COc1ccc(C#Cc2ccc([C@@H]3[C@@H](CO)N4CCCCN(C(=O)Nc5cccc(F)c5)C[C@@H]34)cc2)cc1
4.1	O=C(C1CCOCC1)N1CC(=O)N2[C@H](CO)[C@@H](c3ccc(C4=CCCC4)cc3)[C@H]2C1
-0.83	Cc1ccc(-c2ccc([C@@H]3[C@@H](CO)N4C(=O)CN(C(=O)NC(C)C)C[C@H]34)cc2)cc1
1.3	O=C(Nc1cc(F)ccc1F)N1CCCCN2[C@H](CO)[C@@H](c3ccc(-c4ccccc4)cc3)[C@H]2C1
0.54	COc1ccc(S(=O)(=O)N2CCCCN3[C@H](CO)[C@H](c4ccc(C#CC(C)C)cc4)[C@@H]3C2)cc1
0.52	OC[C@@H]1[C@@H](c2ccccc2)C2(CN(Cc3ccccn3)C2)N1CCC(F)(F)F
0.88	COc1ccc(C#Cc2ccc([C@@H]3[C@@H](CO)N4CCCCN(C(=O)Nc5cccc(F)c5)C[C@H]34)cc2)cc1
0.51	C[C@H](CO)N1C[C@H](C)[C@H](CN(C)CC2CC2)OCCCC[C@H](C)Oc2ccc(NC(=O)c3ccccc3)cc2C1=O
1.4	CCCNC(=O)N1[C@H](C#N)[C@H](c2ccccc2-c2ccccc2F)[C@@H]1CO
-0.3	C[C@@H]1CN([C@H](C)CO)C(=O)c2cc(NS(=O)(=O)c3cccs3)ccc2O[C@@H](C)CCCCO[C@@H]1CN(C)C(=O)c1ccncc1
-0.59	CCCC(=O)Nc1ccc2c(c1)C(=O)N(C)[C@@H]1CC[C@H](CC(=O)N3CCCCC3)O[C@@H]1CO2
-2.9	OC[C@H]1[C@@H](c2ccc(C#Cc3ccccc3F)cc2)[C@@H]2CN(CC3CCOCC3)CCCCN12
-0.42	Cc1noc(C)c1NC(=O)N1C[C@H](O)COC[C@H]2O[C@@H](CC(=O)N[C@@H]3CCN(Cc4ccccc4)C3)CC[C@@H]21

Next part:
IDE exosite inh	mol
-8.3*	COc1ccccc1C#Cc1ccc([C@@H]2[C@@H](CO)N3CCCCN(C(=O)C4CCC4)C[C@H]23)cc1
-0.037	Cc1noc(C)c1NC(=O)N(C)C[C@H]1OCc2ccccc2-c2c(n(C)c3ccccc23)C(=O)N([C@H](C)CO)C[C@H]1C
1.1	O=C(NC[C@@H]1N[C@@H](CO)[C@H]1c1ccccc1)c1ccccc1F
2.7	O=C(c1cccnc1)N1CC(=O)N2[C@H](CO)[C@@H](c3ccc(C#CCC4CCCC4)cc3)[C@@H]2C1
3.7	COc1cccc(C#Cc2ccc([C@@H]3[C@H]4CN(C(=O)c5ccccc5)CC(=O)N4[C@H]3CO)cc2)c1
0.36	CCC(=O)N1CCCCN2[C@H](C1)[C@@H](c1ccc(-c3cccc(C#N)c3)cc1)[C@@H]2CO
0.35	COc1cccc(CN2CC3(CN(CC4CCOCC4)C3)c3c([nH]c4cc(OC)ccc34)[C@@H]2CO)c1
1.3	O=C(Nc1cc(F)ccc1F)N[C@@H]1CC[C@H](CC(=O)N2CCc3ccccc3C2)O[C@@H]1CO
0.28	O=C(NC[C@H]1[C@H](c2ccccc2)[C@H](CO)N1C(=O)Cc1cccnc1)C1CC1
-0.21	CCCNC(=O)N1CC2(C1)[C@@H](c1ccccc1)[C@@H](CO)N2CC1CCOCC1
1.2	O=C(NCC[C@@H]1CC[C@@H](NC(=O)c2ccccc2F)[C@@H](CO)O1)c1cnccn1
0.5	O=C(c1cccc(F)c1)N1CCCCN2[C@H](CO)[C@H](c3ccc(-c4ccncc4)cc3)[C@H]2C1
-0.092	C/C=C/c1ccc([C@H]2[C@@H](CO)N3CCCCN(C(=O)Nc4ccc(F)cc4)C[C@@H]23)cc1
-5.4*	OC[C@H]1[C@@H](c2ccc(C#Cc3ccccc3)cc2)[C@@H]2CN(CC3CCOCC3)CCCCN12
0.019	CC(C)(O)C#Cc1ccc([C@@H]2[C@H]3CN(C(=O)c4ccncc4)CCCCN3[C@H]2CO)cc1
2.5	CN(C)CC(=O)N1[C@H](CO)[C@@H](c2ccc(C#CC3CC3)cc2)[C@@H]1C#N
3.2	COc1cc(CN2C[C@@H]3N[C@H](C2)C3c2ccc(-c3ccncc3)cc2)cc(OC)c1 (stereo not given in full)
1.7	O=C1CN(S(=O)(=O)c2ccccc2)C[C@@H]2[C@H](c3ccc(C#CCc4ccccc4)cc3)[C@@H](CO)N12
-0.26	CNC[C@@H]1Oc2c(NS(=O)(=O)c3ccc(Cl)cc3)cccc2C(=O)N([C@H](C)CO)C[C@@H]1C
1.1	C/C=C/c1ccc([C@@H]2[C@H]3CN(C(=O)CN(C)C)CCCCN3[C@H]2CO)cc1

Given bar-delimited: part of the list above.
compound | IDE exosite inh
O=C(NC[C@H]1[C@H](c2ccccc2)[C@H](CO)N1C(=O)Cc1cccnc1)C1CC1 | 0.28
COc1ccccc1C#Cc1ccc([C@@H]2[C@@H](CO)N3CCCCN(C(=O)C4CCC4)C[C@H]23)cc1 | -8.3*
O=C(c1cccnc1)N1CC(=O)N2[C@H](CO)[C@@H](c3ccc(C#CCC4CCCC4)cc3)[C@@H]2C1 | 2.7

Some of these compounds in order of length of the SMILES, largest number first:
IDE exosite inh	mol
1.7	O=C1CN(S(=O)(=O)c2ccccc2)C[C@@H]2[C@H](c3ccc(C#CCc4ccccc4)cc3)[C@@H](CO)N12
2.7	O=C(c1cccnc1)N1CC(=O)N2[C@H](CO)[C@@H](c3ccc(C#CCC4CCCC4)cc3)[C@@H]2C1
0.35	COc1cccc(CN2CC3(CN(CC4CCOCC4)C3)c3c([nH]c4cc(OC)ccc34)[C@@H]2CO)c1
0.36	CCC(=O)N1CCCCN2[C@H](C1)[C@@H](c1ccc(-c3cccc(C#N)c3)cc1)[C@@H]2CO
-5.4*	OC[C@H]1[C@@H](c2ccc(C#Cc3ccccc3)cc2)[C@@H]2CN(CC3CCOCC3)CCCCN12
3.2	COc1cc(CN2C[C@@H]3N[C@H](C2)C3c2ccc(-c3ccncc3)cc2)cc(OC)c1 (stereo not given in full)
1.1	O=C(NC[C@@H]1N[C@@H](CO)[C@H]1c1ccccc1)c1ccccc1F

The listing continues:
IDE exosite inh	mol
5	C/C=C/c1ccc([C@H]2[C@@H](CO)N(C(=O)C3CCC3)[C@@H]2CN(CC)C(=O)CC)cc1
3.4	CN(C)CC(=O)N[C@H]1C=C[C@H](CC(=O)NCc2ccc(Cl)cc2)O[C@@H]1CO
1.1	O=C(C[C@H]1CC[C@@H]2[C@H](COC[C@H](O)CN2C(=O)Nc2ccc(F)cc2)O1)NC1CCC1
-5*	O=C(Cc1cccnc1)N1CC(=O)N2[C@H](C1)[C@H](c1ccc(/C=C/c3ccccc3)cc1)[C@@H]2CO
0.55	CO[C@@H]1CN(C)C(=O)c2ccc(NC(=O)c3ccno3)cc2OC[C@@H](C)N(S(C)(=O)=O)C[C@@H]1C
-0.75	CN(C)CC#Cc1ccc([C@H]2[C@H]3CN(CC4CC4)CCCCN3[C@H]2CO)cc1
1.9	COc1ccc(S(=O)(=O)Nc2cccc3c2O[C@@H](CN(C)CC2CCCCC2)[C@@H](C)CN([C@@H](C)CO)C3=O)cc1
3.5	N#C[C@H]1[C@H](c2ccccc2C2=CCCCC2)[C@@H](CO)N1C(=O)C1CCOCC1
-2.4	O=C(Nc1ccccc1)N1CCCCN2[C@H](CO)[C@H](c3ccc(C#Cc4ccccn4)cc3)[C@H]2C1
0.44	C[C@H](CO)N1C[C@H](C)[C@H](CN(C)Cc2ccccc2)OCc2cn(nn2)CCCC1=O
1.2	COCC(=O)N1CC(=O)N2[C@H](C1)[C@H](c1ccc(C#CCc3ccccc3)cc1)[C@@H]2CO
0.62	CO[C@H]1CC[C@H]2CCN(C)C(=O)[C@H](C)CN(C)C(=O)c3cc(C#N)ccc3OC[C@H]1O2
3.1	COc1ccc(-c2ccc([C@@H]3[C@H]4CN(C(=O)C5CCC5)CC(=O)N4[C@H]3CO)cc2)cc1

Screening data as filed in PubChem BioAssay.
